Screening results deposited in PubChem by several laboratories.
MEP2 TOR yeast – modulators of TOR pathway MEP2-GFP in S. cerevisiae; GFP response vs DMSO, % at 10 µM; 330,000 tested, 0.51% active; AID 2016; S. cerevisiae MEP2-GFP strain, flow cytometry GFP, 3 h; 100% = DMSO control level;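 active = GFP response versus DMSO above a set limit, roughly screen mean plus 3 SD, cut at about 180% in these data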;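 note: median GFP fluorescence of the barcode-gated MEP2-GFP cells per well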
LAP4-GFP MLPCN – modulators of TOR pathway LAP4-GFP in S. cerevisiae; S. cerevisiae LAP4-GFP multiplex, flow cytometry GFP, 3 h; median GFP as percent of DMSO wells; GFP response vs DMSO, % at 10 µM; 320,000 tested, 0.34% active; AID 2023;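 active = GFP response vs DMSO above a set limit, about the screen mean plus 3 SD, cut at about 150% in these data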
ZTA counter – blocks Epstein-Barr virus ZTA, an EBNA-1 counter-screen; P03206; ZTA-DNA binding, fluorescence polarization; inhibition, % at 11 µM; 320,000 tested, 0.15% active; in the data active = inhibition above about 33%
EBNA-1 inh – blocks EBNA-1 binding to DNA; EBNA-1 DNA binding, fluorescence polarization; inhibition, % at 14.8 µM; 300,000 tested, 0.34% active; in the data active = inhibition above about 28%
procasp3 activ – procaspase-3 (human) activation | P42574 | recombinant procaspase-3 D3A, Ac-DEVD-pNA absorbance 405 nm | activation, % at 8.5 µM | 330,000 tested, 0.11% active;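 active = activation above the mean of all tested compounds plus 3 SD, cut at about 21% in these data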;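 note: 0% = DMSO alone and 100% = DMSO wells spiked with extra 5 µM PC-3 D3A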
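Evaluation: percent activation relative to control range; Material: Procaspase-3 D3A mutant, all three cleavage aspartates alanine; Compound: single dose, 8.5 µM nominal compound, 0.8% DMSO; Replication: one well per compound; Signal: absorbance at 405 nm, 0 and 120 min; Schedule: 1 h preincubation plus 2 h reaction at 25 °C.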
RPL19A TOR yeast – yeast TOR pathway RPL19A-GFP modulation. S. cerevisiae RPL19A-GFP strain, flow cytometry, 3 h; hits give low values. AID 2025. percent response vs DMSO, % at 10 µM. 330,000 tested, 0.3% active;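 active = percent response vs DMSO below 50%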;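 note: median channel GFP fluorescence of the barcoded RPL19A-GFP strain; ratio of sample median GFP to plate DMSO average so 100% = DMSO; lower means less RPL19A-GFP as with rapamycin TOR inhibition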
AHR act – activates the human aryl hydrocarbon receptor; 320,000 tested, 2.5% active; AID 2796; AHR-responsive luciferase reporter cells, luminescence; activation, % at 5 µM; in the data active = activation above about 47%;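 note: 0% = vehicle wells and 100% = reference agonist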
proCasp7 act – counter-screen: procaspase-7 (human) activation; P55210; recombinant procaspase-7, Ac-DEVD-pNA absorbance 405 nm; D23A/D198A/D206A triple mutant, cannot self-cleave; scale: DMSO 0, 5 µM enzyme 100; activation, % at 8.5 µM; 330,000 tested, 0.093% active; AID 463210;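 active = percent activation above the screen-wide mean plus 3 SD, cut at about 25% in these data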
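Assay system – Uncleavable procaspase-7 mutant enzyme · Quantity – 2 µM procaspase-7 mutant as dispensed · Times – 1 h preincubation, 2 h reaction · Dosing – single nominal 8.5 µM compound dose, 0.8% DMSO final · Buffer or medium – Zinc-free 50 mM HEPES buffer, pH 7.4, with NaCl and Triton X-100 · Detection – Epi-absorbance of released pNA at 405 nm, two timepoints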
An asterisk follows results filed as active; x = no result given; [ ] = dose if it differs, or a comment.

smiles	procasp3 activ	MEP2 TOR yeast	AHR act	proCasp7 act	RPL19A TOR yeast	LAP4-GFP MLPCN	EBNA-1 inh	ZTA counter
CCOC(=O)c1ccccc1NC(=O)CSc1nc2ccccc2c(=O)n1CCCN1CCOCC1	6	99	-1	4	101	97	x	x
C=CCn1cccc(C(=O)Nc2ccc(OC)cc2OC)c1=O	-1	100	45	1	93	96	-6	5
COc1ccccc1CNC(=O)CSc1nc2c(oc3ccccc32)c(=O)n1CC1CCCO1 (stereo unspecified)	-2	92	5	4	93	123	0	-6
COc1ccc(-n2ncc3c(NCCCN4CCOCC4)ncnc32)cc1	-12	97	4	10	92	98	-1	1
CCCNc1nc(-c2cc(-c3ccc(Cl)cc3)on2)cc(C(C)C)n1	4	98	0	6	96	91	0	1
Clc1ccccc1OCCN1CCCCC1	3	103	2	-2	98	98	3	0
COc1cccc(/C=N/Nc2ncnc3c2ncn3Cc2ccccc2)c1O	-5	93	-1	-16	94	100	-4	-2
COc1ccc(-n2c(N)c(Br)c(=O)[nH]c2=O)cc1	4	105	-1	13	98	98	9	-2
CCCOc1ccc(C2c3c(oc4ccccc4c3=O)C(=O)N2CCCN2CCOCC2)cc1 (stereo unspecified)	1	96	2	-34	95	104	-7	-12
CCC(C)NC(=O)C1c2ccccc2C(=O)N1Cc1ccccc1 (stereo unspecified)	2	100	1	5	100	102	-9	6
N#C/C(=N\Nc1ccc([N+](=O)[O-])cc1)C(=N)N1CCOCC1	-14	106	8	-12	101	x	2	0
O=C(Nc1ccccc1)N1CC=C(c2ccccc2)CC1	-1	92	-6	2	89	88	-2	5
CC(C)(C)OC(=O)N1CCC(Cc2cc(-c3cccnc3)no2)(C(=O)O)CC1	9	x	-2	8	x	x	1	-7
O=C(NC1CCOC1)c1ccc(OC2CCN(CCc3ccccc3)CC2)cc1 (stereo unspecified)	6	94	3	-5	92	97	-3	-4
Cc1cc([N+](=O)[O-])cc(C)c1OCC(=O)N/N=C/c1ccc(OC(=O)c2ccccc2Br)cc1	6	115	7	5	102	108	10	-5
Cc1ccc(-c2cc(C(=O)NCCCN3CCOCC3)c3ccc(Cl)c(C)c3n2)cc1	4	108	21	-6	99	101	-6	34*
O=C(O)CCSC(=S)N1CCOCC1	4	94	0	2	98	103	-4	4
O=C(NCc1ccc2c(c1)OCO2)c1ccc(CSCc2ccccc2Cl)o1	2	105	0	8	106	101	6	2
COC(=O)Nc1nnc(SCc2ccc(C)cc2)s1	-9	100	7	-14	99	101	-4	9
Cc1occc1C(=O)NC(C)C1CCCO1 (stereo unspecified)	8	101	-2	3	102	105	4	16

Another view of two compounds above.
O=C(NC1CCOC1)c1ccc(OC2CCN(CCc3ccccc3)CC2)cc1 (stereo unspecified)
  procasp3 activ = 6
  MEP2 TOR yeast = 94
  AHR act = 3
  proCasp7 act = -5
  RPL19A TOR yeast = 92
  LAP4-GFP MLPCN = 97
  EBNA-1 inh = -3
  ZTA counter = -4

Cc1cc([N+](=O)[O-])cc(C)c1OCC(=O)N/N=C/c1ccc(OC(=O)c2ccccc2Br)cc1
  procasp3 activ = 6
  MEP2 TOR yeast = 115
  AHR act = 7
  proCasp7 act = 5
  RPL19A TOR yeast = 102
  LAP4-GFP MLPCN = 108
  EBNA-1 inh = 10
  ZTA counter = -5

The listing continues:
smiles	procasp3 activ	MEP2 TOR yeast	AHR act	proCasp7 act	RPL19A TOR yeast	LAP4-GFP MLPCN	EBNA-1 inh	ZTA counter
CC(=O)c1ccc(N(C(=O)Cn2nnc3ccccc32)C(C(=O)NCc2ccccc2)c2ccccn2)cc1 (stereo unspecified)	-2	107	0	-3	109	103	10	0
S=C1NC[C@H](CC2CCCCC2)N1CCCCC1CCCCC1	5	87	-3	-1	91	121	12	10
Cc1ccc(C(C)C)c(OCC(=O)c2c(O)c3ccccc3oc2=O)c1	3	94	15	4	92	95	-10	14
O=C(NCc1cccnc1)Nc1cccc(Cl)c1	6	106	5	-5	106	85	12	3
Oc1ccc2ccccc2c1C=Nc1ccc(N2CCOCC2)cc1	-10	101	17	-11	100	97	10	11
COc1ccc(NS(=O)(=O)c2cccs2)cc1S(=O)(=O)N1CCCCC1	7	84	-1	0	94	89	-10	2
O=C(NCc1ccc2c(c1)OCO2)c1ccc(Br)cc1	-8	97	-1	0	106	102	-2	2
CC(=O)Nc1ccc(S(=O)(=O)N2CCN(C(=O)Cc3ccccc3)CC2)cc1	-5	106	-2	-7	101	104	-24	-6
O=C(Nc1cccc(Cl)c1)N(Cc1nc2ccccc2c(=O)[nH]1)C1CCCC1	-3	81	9	2	91	89	-6	-10
Cc1ccc(CNC(=O)CCS(=O)(=O)c2ccc3nc(C)sc3c2)cc1	0	103	0	-3	105	106	6	9
CCC1Nc2ncnc(N3CCCCC3)c2N(Cc2ccc(Br)cc2)C1=O (stereo unspecified)	3	95	1	-6	100	107	7	-2
COC(=O)CCCC(=O)Nc1ccc(Br)cc1	1	x	2	-5	x	x	5	7
O=C(NCCN1CCCCCC1)C1CCN(S(=O)(=O)N2CCOCC2)CC1	3	103	0	5	97	100	-1	-15
CC(=O)Nc1sc2c(c1C(c1ccccn1)N1CCN(C)CC1)CCCC2 (stereo unspecified)	4	87	1	6	96	86	4	20
COc1ccc(CN2CCCN(C)CC2)c(OC)c1C	1	95	0	2	97	85	-5	15
COC(=O)CC1C(=O)NC2CCCCC2N1C(=O)CCl (stereo unspecified)	4	107	0	6	100	103	4	0
COc1ccc2nc(C3CCCCC3)c3c(c2c1)CCC3	8	100	8	-10	96	97	7	4
CC(C)CCNC(=S)Nc1ccccc1F	-3	99	-4	4	99	95	1	-1
CC(C)(Oc1ccc(Cl)cc1)C(=O)OCC(=O)N1CCN(c2ccccc2)CC1	-6	94	-1	3	101	109	4	17
O=C(Nc1ccccc1N1CCCCC1)c1ccccc1F	-2	173	18	13	89	99	5	-10
CCCN=Cc1c(CCC)[nH]n(-c2nc3ccccc3s2)c1=O	5	106	-1	7	100	110	3	-2
COc1ccc(C)cc1NC(=O)CN1C(=O)C2CC=CCC2C1=O (stereo unspecified)	1	92	1	-2	93	96	x	3
Cc1ccc(S(=O)(=O)N(CC(=O)N(C(C)C)C(C)C)C(=O)N2CCN(C)CC2)cc1	-6	102	0	5	105	111	4	-3
Clc1ccc(-c2c[n+](Cc3ccc(Br)cc3)c3n2CCCCC3)cc1	16	98	-5	6	96	102	-4	-8
CCOc1ccc(OCCC(=O)OCC(=O)Nc2ccc(N3CCOCC3)cc2)cc1	1	102	3	1	101	110	11	-23
C=CCNC(=O)CN(c1cccc(Br)c1)S(C)(=O)=O	-4	97	1	0	104	100	1	3
COc1ccc(/C=N/NC(=O)CSCC(=O)Nc2ccccc2)cc1OC	3	98	2	-3	103	97	8	-1
CCOCCCNc1nc(=S)[nH]c2cc(OC)c(OC)cc12	-1	104	4	4	101	100	2	6
COc1cc2c(C#Cc3cccnc3)c(-c3ccsc3)oc(=O)c2cc1OC	3	97	9	7	91	91	x	x
COCCN1C(=O)c2oc3ccccc3c(=O)c2C1c1ccc(O)c(OC)c1 (stereo unspecified)	-14	107	6	-7	102	103	-3	-6

As entered above:
proCasp7 act result of CC(=O)Nc1sc2c(c1C(c1ccccn1)N1CCN(C)CC1)CCCC2 (stereo unspecified) stands at 6
RPL19A TOR yeast result of Cc1ccc(CNC(=O)CCS(=O)(=O)c2ccc3nc(C)sc3c2)cc1 stands at 105

5 compounds already listed, arranged by number of heavy atoms, smallest number first.
smiles	procasp3 activ	MEP2 TOR yeast	AHR act	proCasp7 act	RPL19A TOR yeast	LAP4-GFP MLPCN	EBNA-1 inh	ZTA counter
C=CCNC(=O)CN(c1cccc(Br)c1)S(C)(=O)=O	-4	97	1	0	104	100	1	3
CCOCCCNc1nc(=S)[nH]c2cc(OC)c(OC)cc12	-1	104	4	4	101	100	2	6
CCCN=Cc1c(CCC)[nH]n(-c2nc3ccccc3s2)c1=O	5	106	-1	7	100	110	3	-2
Clc1ccc(-c2c[n+](Cc3ccc(Br)cc3)c3n2CCCCC3)cc1	16	98	-5	6	96	102	-4	-8
COc1ccc(/C=N/NC(=O)CSCC(=O)Nc2ccccc2)cc1OC	3	98	2	-3	103	97	8	-1

Remaining list, next part:
smiles	procasp3 activ	MEP2 TOR yeast	AHR act	proCasp7 act	RPL19A TOR yeast	LAP4-GFP MLPCN	EBNA-1 inh	ZTA counter
CCCCC(=O)Nc1sc2c(c1C#N)CC(C)(C)OC2	-2	106	0	1	100	98	9	15
Cc1cccc2c(CC(=O)Nc3ccccc3)noc12	-3	105	-1	-3	102	101	-4	9
CCn1c2ccccc2c2cc(/C=N/n3c(-c4cc(C)[nH]n4)n[nH]c3=S)ccc21	-5	99	5	-13	98	101	-5	7
O=C1C2C3C=CC(C3)C2C(=O)N1/N=C/c1cn(Cc2ccc(F)cc2)c2ccccc12 (stereo unspecified)	-1	101	-6	-1	100	102	-1	0
NC(=O)c1ccc(OCC(F)(F)C(F)(F)C(F)(F)C(F)(F)C(F)(F)C(F)F)cc1	9	130[may fluoresce violet]	3	-2	83[may fluoresce violet]	95[may fluoresce violet]	-1	4
Cc1cc(C)c(C#N)c(N2CCC(C(N)=O)CC2)n1	4	102	1	-2	104	91	6	9
COc1ccc(Cc2nnc(NC(=O)CSc3ccc(C)cc3)s2)cc1OC	7	96	2	8	91	92	8	-7
Cc1cc(N2CCCCC2)nc2ccc(NC(=O)c3ccc(Br)o3)cc12	0	93	0	7	89	x	9	14
CCCCc1nnc(NC(=O)c2ccc3[nH]c(=O)c(=O)[nH]c3c2)s1	8	102	0	0	95	90	7	-12
CCC1(C)Cc2ccccc2-c2nc3n(c(=O)c21)CCS3 (stereo unspecified)	2	117	26	2	96	100	-3	16
O=C(CSc1ccc(F)cc1)Nc1ccc(N2CCOCC2)c(Cl)c1	6	106	0	0	100	109	-6	-4
Cc1ccc(N(C)C(=O)N2CCN(S(=O)(=O)c3ccc(C)cc3)CC2)cc1	3	104	9	4	101	104	15	-4
CC(=O)c1cccc(S(=O)(=O)N2CCN(CCOc3ccccc3)CC2)c1	-3	94	-1	-5	91	90	x	-12
Cc1cc(=O)c(C(=O)O)nn1-c1ccccc1Cl	1	107	-2	2	99	91	-5	-5
CC(NC(=O)C1CCCC1)C1CC2CCC1C2 (stereo unspecified)	5	99	0	0	98	92	-10	-14
Cc1c(Br)c([N+](=O)[O-])nn1CC(=O)Nc1c(C)n(C)n(-c2ccccc2)c1=O	6	102	-3	5	101	89	-4	9
Cc1cccc(C)c1NC(=S)NC(C)CCc1ccccc1 (stereo unspecified)	-6	106	11	7	107	100	2	0
O=Cc1ccc(OCc2ccccn2)cc1	-5	96	2	2	99	95	12	14
CC(C)C(C)NC(=O)COc1nc2ccccc2nc1N(C)C1CCCCC1 (stereo unspecified)	-1	112	1	2	103	104	-3	0
COc1ccccc1CNC(=O)C1CCN(S(=O)(=O)c2ccc3c(c2)OCCCO3)CC1	-9	100	2	2	100	92	-1	5
CCOC(=O)N1CCN(S(=O)(=O)c2cc(Br)cnc2N)CC1	9	103	-2	2	99	97	6	2
O=C(CCCc1ccccc1)NCCS(=O)(=O)N1CCN(c2ccccc2F)CC1	-5	95	-1	2	98	106	5	-3
CN(C)c1nc(-c2ccccc2)ncc1S(=O)(=O)c1ccccc1	5	104	2	-2	106	100	3	3
CC(=O)NCCC1CCCCN1Cc1nc(Cc2cccc(C(F)(F)F)c2)no1 (stereo unspecified)	3	62	0	6	99	97	10	-3
COc1ccc2cc(C(=O)C3CCCN(C(=O)/C=C/c4ccccn4)C3)ccc2c1 (stereo unspecified)	0	85	10	1	97	99	-5	8
O=C(O)C1CSC2(c3ccc(Br)cc3)CCC(=O)N12 (stereo unspecified)	-1	101	-2	-8	105	119	-2	3
CC(NC(=O)COC(=O)c1ccc([N+](=O)[O-])o1)c1ccccc1 (stereo unspecified)	1	103	0	4	105	98	x	x
